# ST2 IL33 inh: inhibitors of human ST2 (IL1RL1) binding to IL-33, primary screen, biochemical, AlphaLISA; 78,000 tested, 2.3% active; AlphaLISA ST2-Fc/biotin-IL-33 interaction, 1 h; AID 1259354, 2018; inhibition, % for hits at 17 µM; Interleukin-1 receptor-like 1 (Homo sapiens), Q01638; in the data active = inhibition above about 30%; inconclusive = mostly about 10% to 28%
# Target sequence (Q01638 whole entry, looked up): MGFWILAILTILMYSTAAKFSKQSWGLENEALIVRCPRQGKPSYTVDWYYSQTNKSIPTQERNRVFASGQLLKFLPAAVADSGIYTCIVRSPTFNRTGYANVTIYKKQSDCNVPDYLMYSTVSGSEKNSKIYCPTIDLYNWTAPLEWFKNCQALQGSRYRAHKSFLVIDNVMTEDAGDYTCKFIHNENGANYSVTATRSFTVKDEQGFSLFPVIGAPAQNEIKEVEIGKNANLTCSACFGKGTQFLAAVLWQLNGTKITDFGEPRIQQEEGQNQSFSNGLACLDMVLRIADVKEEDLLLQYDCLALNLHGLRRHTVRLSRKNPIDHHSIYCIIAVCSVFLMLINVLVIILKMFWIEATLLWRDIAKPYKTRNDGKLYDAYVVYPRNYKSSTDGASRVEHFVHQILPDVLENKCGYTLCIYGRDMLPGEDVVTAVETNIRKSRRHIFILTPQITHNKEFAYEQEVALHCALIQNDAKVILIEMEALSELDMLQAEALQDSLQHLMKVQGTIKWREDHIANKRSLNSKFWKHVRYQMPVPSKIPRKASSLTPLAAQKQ
# Numbers without * were called inactive; i = inactive; u = inconclusive; ! = a repeat was not active.
SMILES,ST2 IL33 inh
CCc1nc(C2CC(=O)Nc3c2cnn3Cc2ccccc2Cl)c(C)[nH]1 (stereo unspecified),u
c1ccc2c3c([nH]c2c1)-c1nonc1CC3,u
Cc1ncoc1C(=O)N1CCC2(CCCN(Cc3cccc(F)c3F)C2)C1 (stereo unspecified),u
O=C(NC[C@H]1O[C@@H](CO)[C@@H](O)[C@H]1N1CCN(c2ccc(F)cc2)CC1)c1cccs1,74.0%*
Cc1oc(N=Cc2cccc(Cl)c2)c(C#N)c1C,u
COc1ccc(S(=O)(=O)Cc2ccc(C(=O)NC3CCCCCC3)o2)cc1,u
O=C(CN1CCN(Cc2cccc(Cl)c2)C1=O)N1CCc2ccccc2C1,i
C=CCNC(=O)Cc1ccc([N+](=O)[O-])cc1,i
O=C(Nc1cc(Br)ccc1O)c1noc2c1CCCCC2,i
COc1nc(NCc2ccccc2)nc(NCc2cccnc2)n1,i
Cc1cccc(NS(=O)(=O)c2ccc(Cl)cc2)c1,i
Oc1cc(O)cc(CCC/C=C\CCCCCCCc2cc(O)cc(O)c2)c1,i
CCOC(=O)Cn1c(=O)n(-c2ccc(F)cc2)c2nc(-c3ccc(F)cc3F)nc(C(N)=O)c21,i
COc1ccc2c(c1)CCc1c(C(=O)Nc3ccc(OC)c(OC)c3)noc1-2,u
c1cc(-c2noc([C@@H]3CCCN3Cc3ncc[nH]3)n2)cc(N2CCCC2)n1,i
Cc1ccc(-c2csc(=Nc3ccccc3)n2CCCN(C)C)cc1,42.0%*
CC1(C)CC(=O)c2c(nc3ccccc3c2NCCO)C1,i
O=C(CC1CCS(=O)(=O)C1)N1CCC(CO)(Cc2ccccc2)CC1 (stereo unspecified),u
CCN(CC)C(=O)Cn1c(=O)n(CC2CCC(C(=O)N(CC)CC)CC2)c(=O)c2sccc21 (stereo unspecified),i
CCOc1ccc(Nc2cc(C)nc(N3CCOCC3)n2)cc1,u

# Among those listed so far, these contain an aryl methoxy group.
SMILES,ST2 IL33 inh
COc1ccc(S(=O)(=O)Cc2ccc(C(=O)NC3CCCCCC3)o2)cc1,u
COc1nc(NCc2ccccc2)nc(NCc2cccnc2)n1,i
COc1ccc2c(c1)CCc1c(C(=O)Nc3ccc(OC)c(OC)c3)noc1-2,u

# 5 entries from above in a different format:
smiles | ST2 IL33 inh
c1cc(-c2noc([C@@H]3CCCN3Cc3ncc[nH]3)n2)cc(N2CCCC2)n1 | i
Cc1ccc(-c2csc(=Nc3ccccc3)n2CCCN(C)C)cc1 | 42.0%*
CC1(C)CC(=O)c2c(nc3ccccc3c2NCCO)C1 | i
O=C(CC1CCS(=O)(=O)C1)N1CCC(CO)(Cc2ccccc2)CC1 (stereo unspecified) | u
CCN(CC)C(=O)Cn1c(=O)n(CC2CCC(C(=O)N(CC)CC)CC2)c(=O)c2sccc21 (stereo unspecified) | i

# The listing continues:
SMILES,ST2 IL33 inh
Cc1nc2sc(C(c3ccccc3)N3CCC4(CC3)OCCO4)c(O)n2n1 (stereo unspecified),u
CCCCNC(=O)C1CCCN1S(=O)(=O)c1cccc2nsnc12 (stereo unspecified),i
CN1CCCC2(CCN(Cc3ccc(C#CC(C)(C)O)s3)C2)C1=O (stereo unspecified),i
O=S(=O)(c1ccccc1)N1CCN(c2cc(-c3ccc(F)cc3)ncn2)CC1,i
CCCOc1c(CNC2CCSC2)cccc1OC (stereo unspecified),i
O=C(Nc1cnn(Cc2ccc(Cl)cc2Cl)c1)c1cc(C2CC2)on1,i
CCOC(=O)C1(C/C=C/c2ccccc2)CCCN(C(=O)c2cc(C(C)C)no2)C1 (stereo unspecified),i
CN1CCN(S(=O)(=O)c2cc([N+](=O)[O-])ccc2N2CCC(C(N)=O)CC2)CC1,i
COCCNS(=O)(=O)c1ccc(C)c(C)c1C,i
O=C(O)c1ccc2c(c1)NC(=O)C(N1CCCC1)S2 (stereo unspecified),u

# Entries shown so far with fluorine:
SMILES,ST2 IL33 inh
Cc1ncoc1C(=O)N1CCC2(CCCN(Cc3cccc(F)c3F)C2)C1 (stereo unspecified),u
O=C(NC[C@H]1O[C@@H](CO)[C@@H](O)[C@H]1N1CCN(c2ccc(F)cc2)CC1)c1cccs1,74.0%*
CCOC(=O)Cn1c(=O)n(-c2ccc(F)cc2)c2nc(-c3ccc(F)cc3F)nc(C(N)=O)c21,i
O=S(=O)(c1ccccc1)N1CCN(c2cc(-c3ccc(F)cc3)ncn2)CC1,i

# (listing goes on)
SMILES,ST2 IL33 inh
N#Cc1c(-c2ccccc2)nc(SCC(=O)Nc2ccccc2)[nH]c1=O,i
O=C(c1ccc(Br)o1)N1CCCCC1,i
CCC1=NOC(Cn2cnc(-c3ccccc3)c2-c2c(C)nn(C)c2Cl)C1 (stereo unspecified),i
COCCn1c(CNS(=O)(=O)c2ccc(C)cc2C)nc2cccnc21,i
CCn1c(=O)c(C(=O)NCCN2CCCCC2)c(O)c2ccccc21,i
Cc1cc(Cl)ccc1OCCN1CCNCC1,i
Cc1nn(Cc2ccccc2)c(C)c1NC(=O)CSc1n[nH]c(C)c1[N+](=O)[O-],i
Cc1ccc(-n2c(SCc3ccccc3)nc3c(c2=O)SCC3)cc1,30.0%*!
O=C(Nc1ccc(C(=O)O)cc1)/C(=C\c1ccco1)NC(=O)c1ccc(Br)o1,i
Cc1cccc(-n2nc3c(c2NC(=O)c2ccc(OC(C)C)cc2)CS(=O)C3)c1C (stereo unspecified),i
O=C1OC(Nc2nc3ccccc3s2)c2ccccc21 (stereo unspecified),i
c1ccc(-c2cccc(CN3CCC(OCc4cccnc4)CC3)c2)nc1,i
COCCN(Cc1ccc(C)cc1)Cc1cccc(O)c1,u
FC(F)(F)c1cccc(-c2ncnn2-c2ccc(Br)nc2)c1,i
COc1cc(CN2CCC(N3CCCCC3)CC2)c([N+](=O)[O-])cc1OC,i
Cc1cc2c(cc1Cl)N(C(=O)Nc1ccnc3ccccc13)CC2,u
c1ccc(-c2noc(CN3CCN(Cc4ccc5c(c4)OCO5)CC3)n2)cc1,i
C=CCS(=O)(=O)N1CCC2(CCCN(CCCc3ccccc3)C2=O)C1 (stereo unspecified),i
COc1cc(NC(=O)c2noc3c2CCCC3)cc(OC)c1OC,u
CCN(c1cccc(C)c1)S(=O)(=O)c1cccc2nsnc12,i
CC(C)C1CN(Cc2ccc(S(C)(=O)=O)cc2)CCCN1CC1CC1 (stereo unspecified),u
CC1=C(C(=O)OCc2ccc(C)cc2)C(c2ccccc2OC(C)C)NC(=O)N1 (stereo unspecified),i
Cc1ccc(NC(=O)C2CC(=O)OC23CCCCC3)c([N+](=O)[O-])c1 (stereo unspecified),i
Cc1nc(S(=O)(=O)N2C[C@@H]3[C@H](C2)[C@H]2CC[C@@H]3O2)cn1C,i
c1ccc2[nH]c(CSc3ncn[nH]3)nc2c1,i
CCN1C(=O)N(Cc2cccc(OC)c2)C(=O)C12CCN(Cc1cn[nH]c1-c1ccc(F)cc1)CC2,i
O=C(O)c1c[nH]c2ccc(S(=O)(=O)Nc3ccc4c(c3)OCCO4)cc2c1=O,i
CCCCN(C)C(=O)c1cn(CC)c2ccc(S(=O)(=O)N3CCCCC3)cc2c1=O,i
COc1ccccc1CN=Cc1[nH]c2ccc(Br)c(Cl)c2c1O,u
Cc1cc(NC(=O)c2cc(C3CC3)on2)no1,i
CC(c1ccon1)N(C)C(=O)C1(Oc2ccc(Cl)cc2)CCNCC1 (stereo unspecified),i
CN1CCC(Cc2noc(-c3cccc4c3OCC4)n2)CC1,u
Cc1nc2cc(C(=O)NCCS(=O)(=O)N(C)C)ccc2s1,u
CCC1(CC)Cc2cc(OC)c(OC)cc2C(c2ccccc2)N1 (stereo unspecified),i
Cn1c(=O)c(-c2nc3ccccc3[nH]2)c(O)c2ccccc21,u
Cc1cc(-c2c(-c3ccccc3)ncn2CCO)c(C)n1Cc1cccnc1,i
CCOc1ccccc1NC(=O)c1ccc(N(Cc2ccccc2Cl)S(C)(=O)=O)cc1,i
COc1cc2c(cc1OC)C(C(CCC(C)C)C(N)=O)=NC(C)(C)C2 (stereo unspecified),u
Cn1c(N2CCCCC2)nc2c1c(=O)n(Cc1ccc(F)cc1)c(=O)n2C,i
C=CCN(C(=O)c1cc(C)nc2cc(C)ccc12)C1CCS(=O)(=O)C1 (stereo unspecified),u

# Entries above that contain a cyano group, in the order listed:
SMILES,ST2 IL33 inh
Cc1oc(N=Cc2cccc(Cl)c2)c(C#N)c1C,u
N#Cc1c(-c2ccccc2)nc(SCC(=O)Nc2ccccc2)[nH]c1=O,i

# (continued)
SMILES,ST2 IL33 inh
CCOc1cc2c(cc1OCC)C1C(C(=O)NC3CC3)c3ccccc3C(=O)N1CC2 (stereo unspecified),i
O=C(Cc1nnc(NC(=O)Nc2ccccc2F)s1)Nc1ccccc1,i
Cc1ccc(N2C(=O)C3C4C=CC(CO)(O4)C3C2=O)cc1Br (stereo unspecified),u
O=C(O)CCCNS(=O)(=O)c1ccc([N+](=O)[O-])cc1,i
CCC(=O)n1c(=O)oc2ccc(Cl)cc21,i
CCCNC(=O)c1cc2n(n1)C(C(F)(F)F)CC(c1ccc(Cl)c(Cl)c1)N2 (stereo unspecified),i
Cc1nc(CNC(=O)Cc2cnc3c(C)cccn23)nc2c1CCCC2,u
CC1=NN(c2cc(C(=O)O)cc(C(=O)O)c2)C(=O)/C1=C\c1ccc(N(C)C)cc1,76.0%*
Cc1ccc(-c2cn[nH]c2C2CCCN(C(=O)C(=O)c3ccco3)C2)cc1 (stereo unspecified),u
CCCn1cnc2cc(NCc3ccccn3)ccc21,i
COc1ccccc1/C=C1\C(=O)N(c2ccc(Cl)c(Cl)c2)N=C1C,i
CCc1nc(SCC(=O)N[C@@H]2C[C@H]2c2ccccc2)n[nH]1,i
O=C(Cn1cnc2c(cnn2-c2ccc(Cl)cc2)c1=O)N1CCCC1,i
CC1=C(C(=O)OC2CCCC2)C(c2ccc(O)cc2)NC(=O)N1 (stereo unspecified),i
Cc1ccc(C(=O)NN2C(=O)C3C(C2=O)[C@@H]2C=C[C@H]3[C@H]3C[C@H]32)cc1 (stereo partly specified),i
COc1cc2c(cc1OC)CN(Cc1ncccc1C(=O)O)CC2,u
O=C(O)c1ccc(C2CCN(Cc3cccc(-n4cccn4)c3)C2)cc1 (stereo unspecified),i
CC(=O)N1CCC(N2CCOC(CC3CCCCC3)C2)CC1 (stereo unspecified),i
O=C(CSc1nnc(NC(=O)c2ccccc2)s1)c1ccc2c(c1)Cc1ccccc1-2,i
Cc1cccc(-c2cn[nH]c2C2CCN(C(=O)c3cn4cccnc4n3)CC2)c1,u
CCCNS(=O)(=O)c1nc2nc(C)cc(C)n2n1,u
Cc1cc(NS(=O)(=O)c2c(C)n[nH]c2C)ccc1Br,i
COc1ccc(OC)c(NS(=O)(=O)c2ccc(Cl)s2)c1,i
O=C(COc1ccccc1)Nc1nc(-c2ccccc2)cs1,i
COC(=O)c1c(C)oc2ccc(OC(=O)c3ccccc3C)cc12,i
NC(=O)c1cnc2n1CCN(C(=O)Cn1c(C3CC3)nc3ccccc31)C2,u
COc1ccc(C2C(C#N)=C(N)Oc3nc[nH]c(=O)c32)cc1OC (stereo unspecified),i
Cc1cc(C)cc(CCC(=O)N(Cc2ccncc2)C2CCN(C)CC2)c1,i
CSc1cccc(CNC(=O)COc2ccc(N3CCN(c4ccccn4)CC3)nn2)c1,i
COCCn1c(CNS(=O)(=O)c2cnn(C(F)F)c2C)nc2cccnc21,i
Cn1c(=O)n(Cc2cccc(Cl)c2)c(=O)c2c1nc1n2CCN1c1ccccc1,u
Cn1nc(C(=O)Nc2ccccc2Cl)cc1C(=O)Nc1ccccc1Cl,i
O=C(Nc1ccccc1Cl)C(=O)N1CCC2(CC1)C(=O)Nc1ccccc12,u
COc1ccc(C(=O)N(c2ccc(C(C)C)cc2)C2C=CS(=O)(=O)C2)cc1 (stereo unspecified),i
CCn1c(=O)n(-c2ccc(C)c(C)c2)c2nc(-c3c(C)cc(C)cc3C)nc(C(N)=O)c21,i
O=C1/C(=C/c2cccs2)CS/C1=C/c1cccs1,u
COCC1CCN(Cc2nc(C(c3ccccc3)c3ccccc3)no2)CC1,u
COc1cc(C(=O)N2N=C(c3ccccc3)CC2c2ccc(N(C)C)cc2)cc(OC)c1OC (stereo unspecified),48.0%*
O=C(NC1CCCC1)c1ccc(CS(=O)(=O)c2ccc(Br)cc2)o1,i
Cc1cc(=O)[nH]c(SCc2ccc(Br)cc2)n1,i
CC1=CC(=NC(=O)c2ccc([N+](=O)[O-])cc2)C=C(C)C1=O,u
Cc1ccc(NC(=O)Cn2nnnc2-c2nonc2N)c(C)c1,u
COc1ccc(/C=C2/C(=O)N(c3ccc(Cl)c(Cl)c3)N=C2C)cc1OC,65.0%*
Cc1ccc(NC(=O)COc2ccc(Cl)c(C)c2)c(Br)c1,i
O=C(NCc1cccc(Br)c1)c1cccn1-c1nnc(N2CCCCC2)s1,i
CCCCN1CCN(Cc2nc(-c3ccco3)oc2C)CC1,u
CC(C)C(NS(=O)(=O)c1ccc(Cl)cc1)C(=O)NN (stereo unspecified),i
O=C(COc1cc(Cl)ccc1Cl)Nc1ccccc1C(F)(F)F,i
Cc1ccc(CCN2CC(C(=O)NC3CCCC(C)C3C)CC2=O)cc1 (stereo unspecified),i
CN(CC(=O)Nc1ccc(-c2ccno2)cc1)S(=O)(=O)c1ccc(C(=O)N2CCOCC2)s1,i

# Further records:
SMILES,ST2 IL33 inh
O=C(CCS(=O)(=O)c1cccc2nonc12)N1CCN(c2ccc(F)cc2)CC1,i
O=C1Nc2ccc(Br)cc2/C1=C/c1cccs1,u
Cc1nccn1CCC1CCN(C2CCC3(CCNCC3)CC2)CC1,u
Cc1cccc(N2CCN(C(=O)/C=C3\Sc4ccccc4NC3=O)CC2)c1C,i
Cn1c(=N)n(CCOc2ccc(F)cc2)c2ccccc21,i
CN1CCN2CCN(c3cncc(C(=O)N4CCCCC4)n3)CC2C1=O (stereo unspecified),u
Cc1ccc(-c2nc(N3CCOCC3)c3ccccc3n2)cc1,i
CCOC(=O)C1(Cc2ccccc2Cl)CCN(Cc2cccc3c2OCO3)CC1,i
NS(=O)(=O)c1cccc(NC(=O)c2ccc(OCc3ccccc3)cc2)c1,i
COc1ccc2nc(NC(=O)C3(S(=O)(=O)c4ccc(Cl)cc4)CC3)sc2c1,i
COc1ccc(Nc2cc(C)nc3c(C)c(C)ccc23)cc1,i
CCCNC(=O)C1(O)c2ccccc2NC(=O)N1c1ccc(OCC)cc1 (stereo unspecified),i
Cc1ccc(/C=C/C(=O)Nc2ncc(Cc3ccc(F)cc3)s2)o1,u

# This is a subset; count on the stated rates, not on these rows.
